# PfHsp90 yeast 2: growth inhibition of PfHsp90-expressing yeast, primary screen, antimalarial PfHsp90 inhibitor project, S. cerevisiae, BacTiter-Glo luminescence, single point, set 2; BacTiter-Glo ATP, 48 h; yeast lacking PDR1 and PDR3 efflux regulators; inhibition, % at 9.4 µM; 0.32% of 310,000 active; AID 504621, 2011;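 active = every replicate shows inhibition above about 80%, whatever the replicate mean, limit read from the data; inconclusive = mean inhibition reaches the set limit but some replicate falls short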;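 note: 0% = DMSO neutral controls and 100% = 20 µM radicicol positive controls; yeast relying on Plasmodium falciparum Hsp90 in place of its own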
# CAL PDZ FP-1: CAL PDZ peptide-binding inhibitors, primary screen, biochemical, fluorescence polarization, Cer-tagged CAL PDZ, HTS; Golgi-associated PDZ and coiled-coil motif-containing protein (Homo sapiens), Q9HD26; purified CAL PDZ, TMR-peptide fluorescence polarization, 1 h; inhibition, % at 20 µM; 0.02% of 330,000 active; AID 504414, 2011;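 active = highest replicate inhibition of at least 40%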;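 note: plate controls were DMSO neutral control wells for no effect and unlabeled competitor peptide control wells for full effect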
#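 Read-out basis: mP drop reported as inhibition | Assay system: Tagged CAL PDZ protein CerCALP, purified | Benchmarks: Unlabelled peptide for full inhibition, DMSO wells as neutral | Schedule: 1 h incubation at room temperature before polarization reading | Buffer or medium: Sodium phosphate/NaCl buffer pH 7.4 with TCEP, IgG, Thesit | Doses: Single point, 20 µM | Measured by: Fluorescence polarization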
# MITF TRPM1 HTS: activators of MITF-driven TRPM1 promoter reporter, primary screen, cell-based, SK-MEL-5, luciferase, single point; SK-MEL-5 TRPM1-promoter luciferase, 24 h; % of positive control, neutral wells = 0; activation, % at 12.5 µM; 0.75% of 300,000 active; AID 588334, 2011;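 active = mean activation of at least 80% with every replicate also reaching 80%; inconclusive = mean reaches 80% but some replicate falls short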;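 note: 0% = neutral control wells and 100% = parthenolide positive control wells; values of inactives mirror those of a sister screen read the other way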
# dFosB activator: activators of delta FosB homodimer, primary screen, biochemical, fluorescence polarization, TAMRA-CDK5 oligo, single point. Protein FosB (Mus musculus), P13346. purified delta FosB; percent of positive-control signal above neutral wells. activation, % at 25 µM. 0.99% of 340,000 active;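 active = mean activation above about 17%, with every replicate also reaching it, limit read from the data, passing the limit was not always enough; inconclusive = only one of the two conditions met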;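 note: fluorescence polarization rise as delta FosB binds a TAMRA Cdk5 AP-1 oligo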
# Target sequence (P13346 whole entry, looked up): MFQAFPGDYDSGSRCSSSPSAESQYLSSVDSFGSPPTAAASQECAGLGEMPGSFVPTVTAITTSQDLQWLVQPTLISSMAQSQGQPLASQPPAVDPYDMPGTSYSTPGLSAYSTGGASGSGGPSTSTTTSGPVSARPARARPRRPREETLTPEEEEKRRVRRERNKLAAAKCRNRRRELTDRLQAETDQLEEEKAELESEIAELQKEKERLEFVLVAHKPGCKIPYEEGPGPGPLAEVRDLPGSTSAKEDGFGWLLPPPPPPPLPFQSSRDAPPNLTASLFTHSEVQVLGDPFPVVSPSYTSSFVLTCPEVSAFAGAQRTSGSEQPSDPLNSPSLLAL
# SR-BI DiI-HDL act: activators of SR-BI mediated DiI-HDL uptake, primary screen, ldlA[mSR-BI] CHO cells, DiI fluorescence | activation, % at 12.5 µM | 0.096% of 320,000 active | 3 h; 100 = double the neutral-control signal;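 active = mean replicate activation of at least 60% and every replicate at or above 60%; inconclusive = mean or all-replicate condition met, but not both; inactive = mean below 60% and not all replicates reaching 60%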;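 note: 0% = median plate neutral-control signal and 100% = twice that signal; values of inactives mirror those of a sister screen read the other way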
#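 Material: SR-BI-overexpressing, LDLR-lacking CHO cells | Dosing: Single compound concentration, delivered by pin transfer | Probe or stimulus: Labelled HDL, 10 µg/mL | Signal: Bottom-read cell fluorescence after medium removal, ex 550/em 595 nm | Schedule: 3 h, 37 °C | Evaluation: HDL uptake via cellular fluorescence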
# CAL PDZ FP-2: untagged CAL PDZ binding inhibitors, primary screen, biochemical, fluorescence polarization, HTS; Golgi-associated PDZ and coiled-coil motif-containing protein (Homo sapiens), Q9HD26; purified CAL PDZ, TMR-peptide fluorescence polarization, 1 h; inhibition, % at 24.9 µM; 0.92% of 300,000 active; AID 602252, 2012;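 active = mean inhibition of at least 30% with at least half of replicates also reaching 30%; inconclusive = no clear call, values can overlap the other calls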;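 note: 0% = DMSO neutral control and 100% = excess unlabeled competitor peptide PRC23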
# PvdQ inh: P. aeruginosa PvdQ acylase inhibitors, primary screen, biochemical, fluorescence, plate reader and imaging, single point. purified PvdQ acylase. inhibition, % at 10 µM. 0.063% of 340,000 active. AID 488965, 2010; in the data active = inhibition above about 30%, passing the limit was not always enough; inconclusive = no clear call, values can overlap the other calls;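 note: 0% = vehicle neutral wells and 100% = reference inhibitor wells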
# NSD2 HMT inh: NSD2 histone methyltransferase inhibitors, primary screen, biochemical, AlphaScreen, single concentration, set 2. 0.54% of 310,000 active. AID 743445, 2014. Histone-lysine N-methyltransferase NSD2 (Homo sapiens), O96028. inhibition, % at 12.5 µM. NSD2 peptide methylation, 120 min; in the data active = inhibition above about 50%
# SR-BI HDL uptake: inhibitors of SR-BI mediated HDL lipid uptake, primary screen, ldlA[mSR-BI] cells, fluorescence, single point | Scavenger receptor class B member 1 (Mus musculus), Q61009 | ldlA[mSR-BI] CHO cells, DiI-HDL uptake fluorescence, 3 h | inhibition, % at 12.5 µM | 0.96% of 320,000 active | AID 488896, 2010;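 active = mean replicate inhibition of at least 70% and a set share of replicates each scoring 70 or more; inconclusive = meets just one of the two criteria; inactive = fails both criteria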;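 note: 0% = median of neutral control wells and 100% = median of positive control wells; values of inactives mirror those of a sister screen read the other way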
# Target sequence (Q61009 whole entry, looked up): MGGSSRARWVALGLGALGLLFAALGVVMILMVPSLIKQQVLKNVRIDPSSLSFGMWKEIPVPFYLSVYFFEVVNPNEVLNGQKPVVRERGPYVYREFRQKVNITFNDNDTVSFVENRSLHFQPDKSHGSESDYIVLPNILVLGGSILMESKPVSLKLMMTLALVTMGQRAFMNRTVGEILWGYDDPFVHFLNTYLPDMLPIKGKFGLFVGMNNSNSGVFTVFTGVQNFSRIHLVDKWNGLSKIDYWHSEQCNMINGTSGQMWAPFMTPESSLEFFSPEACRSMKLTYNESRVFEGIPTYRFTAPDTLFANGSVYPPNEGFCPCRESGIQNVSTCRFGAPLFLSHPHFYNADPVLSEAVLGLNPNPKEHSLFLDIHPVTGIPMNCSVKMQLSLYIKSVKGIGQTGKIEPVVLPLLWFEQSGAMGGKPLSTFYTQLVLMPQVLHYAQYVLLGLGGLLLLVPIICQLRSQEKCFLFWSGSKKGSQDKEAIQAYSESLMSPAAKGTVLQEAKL
# Rtt109 HAT inh: inhibitors of C. albicans Rtt109/Vps75 HAT, primary screen, biochemical, ThioGlo CoA-SH fluorescence, plate reader; Histone acetyltransferase RTT109 (Candida albicans (strain SC5314 / ATCC MYA-2876)), …; inhibition, % at 34.9 µM; purified Rtt109/Vps75, 4 h; 0.16% of 330,000 active;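 active = inhibition of at least 50% in every replicate; inconclusive = best replicate reaches 50% inhibition but some replicates fall short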
# Active calls of the source: *; ? = inconclusive; nt = no result given.
smiles	PfHsp90 yeast 2	CAL PDZ FP-1	MITF TRPM1 HTS	dFosB activator	SR-BI DiI-HDL act	CAL PDZ FP-2	PvdQ inh	NSD2 HMT inh	SR-BI HDL uptake	Rtt109 HAT inh
CC(C)c1ccc(N(C(=O)c2snc(C(N)=O)c2N)C(C(=O)NCC2CCCO2)c2ccc(N(C)C)cc2)cc1 (configuration not stated)	12	-2.3	4	-15	-38	4	-2	5	38	0
COc1ccc2c(-c3ccccc3)cc3nnnn3c2c1	nt	-3.6	1	-10	-52	18	-8	-1	52	-6
O=C(N/N=C/c1ccccc1OCC(=O)N1CCCC1)C(=O)Nc1ccccc1F	6	-0.2	11	-12	-14	nt	-7	38	14	2
CCC(=O)N1CCC2(CC1)Oc1ccc(Cl)cc1C(=O)C21CC(c2ccccc2)=NO1 (configuration not stated)	8	-0.1	10	-4	2	-3	10	nt	-7	16
Cc1ccc2c(c1)c(N=NC(N)=O)c(O)n2C	-7	-0.9	-13	-4	14	-3	-2	-2	-14	-3
COc1cccc(C(=O)NCCS(=O)(=O)NCc2ccc(Cl)cc2)c1	nt	-3.5	-4	4	5	7	12	-2	-5	9
CCn1c(CSCc2ccc(C)cc2)nnc1SCC(=O)NCc1ccccc1	-14	0.2	14	-9	-10	-7	4	8	10	4
O=C(CSc1n[nH]c(=O)[nH]c1=O)Nc1ccc(C(=O)O)cc1	14	1.1	-2	4	nt	15	-7	0	nt	3
CC(C)C(=O)N1CCN(c2ccc([N+](=O)[O-])cc2Cl)CC1	-10	0.2	5	2	9	0	-3	1	-9	8
COc1ccc(-n2nnnc2CNC(=O)C(=O)c2c[nH]c3ccccc23)cc1	-2	-0.9	-4	-4	10	nt	-1	nt	-10	0
CCc1noc(C)c1C(=O)OCC(=O)N(CC)c1c(N)n(Cc2ccccc2)c(=O)[nH]c1=O	-26	-2.0	2	-9	33	-1	-5	0	-33	-11
CCN1CCN(C(c2ccccc2OC)c2nnnn2C2CCCCC2)CC1 (configuration not stated)	22	nt	-1	-1	9	-5	10	5	-9	-7
Cc1ccc(C(=O)Cc2ccccc2)cc1	-14	-1.7	69	1	10	3	-13	0	-10	-1
CCN1CCN(c2ccc(NC(=O)COc3ccc(Cl)cc3C)cc2)CC1	14	-0.5	nt	-2	-36	-1	-7	2	36	-3
COc1ccc(N(CC(=O)NCc2ccccn2)S(=O)(=O)c2ccccc2[N+](=O)[O-])c(OC)c1	-25	-3.4	2	-7	2	0	-10	0	-2	4
CCn1c(N)nc2c1c(=O)n(C)c(=O)n2C	7	1.0	12	-1	9	nt	-11	nt	-9	-7
N#Cc1cc2c(nc1SC1CCCCC1O)CCCC2 (configuration not stated)	-25	-1.6	8	-3	-15	-4	-13	-2	15	6
CC1CCCC(NC(=O)COC(=O)c2cccc(S(=O)(=O)N3CCCCC3)c2)C1C (configuration not stated)	-3	-0.3	4	-5	3	-10	-15	0	-3	4
Cc1cc2oc(=O)cc(CN3CCN(S(=O)(=O)c4cccs4)CC3)c2cc1C	-28	-1.4	8	2	-30	-4	-8	-2	30	0
CCCC[C@@H](CNC)NC[C@H](Cc1ccc(O)cc1)NCCc1ccc(OCC)cc1	7	-1.7	-95	9	15	1	-3	nt	-15	10
CC(=O)Nc1ccc(NC(=O)CSc2nnnn2-c2ccc(F)cc2)cc1	15	-2.1	nt	1	nt	-3	0	-3	nt	5
Cc1ccc(-c2cc(C(=O)NCCCn3ccnc3)c3cc(Br)ccc3n2)o1	-4	nt	12	-14	-44	-6	-3	nt	44	2
COc1ccc(NC(=O)CSc2ccc3nnc(-c4cccnc4)n3n2)cc1OC	-33	-1.1	0	5	7	-2	3	1	-7	-10
CCOC(=O)c1c(C)[nH]c(C(=O)OCC(=O)c2ccc(OC)cc2OC)c1C	-50	-1.8	5	5	-46	-2	-5	-5	46	1
COc1ccc(N2CCN(C3CC(=O)N(Cc4ccccc4)C3=O)CC2)cc1 (configuration not stated)	-2	-0.5	10	-6	18	-3	-10	-3	-18	-7
CC(=O)c1ccc(N2CCN(S(=O)(=O)c3ccc4c(c3)NC(=O)CC(=O)N4)CC2)cc1	15	-1.9	39	-4	6	-1	0	-8	-6	-11
N#Cc1nc(Cc2cccc3ccccc23)oc1NCCN1CCCCC1	7	-1.2	10	-7	0	nt	-14	8	0	0
COC(=O)CS(=O)(=O)c1nnc([C@H](Cc2ccccc2)NC(=O)OC(C)(C)C)o1	-33	-2.9	-80	-16	1	-2	-8	1	-1	2
CC(C)Cc1nnc(NC(=O)CCC(=O)N2CCN(c3ccccc3F)CC2)s1	-1	-0.3	7	-10	0	-4	-6	nt	0	0
C/C(=N\NC(=S)NC(C)C)c1cccc([N+](=O)[O-])c1	-27	-0.1	-7	-1	-14	-1	-12	1	14	11
CCCCN(C)Cc1c(C)[nH]c2ccc(OCC)cc2c1=O	6	-0.4	nt	1	7	-2	13	nt	-7	5
CC(C(=O)N1CCc2ccccc21)n1cccc1 (configuration not stated)	51	-0.6	-5	-5	18	-3	-14	0	-18	1
Cc1cc(-c2nnc3sc(C4CCCCC4)nn23)n[nH]1	-4	-1.1	6	-4	13	2	-1	-4	-13	3
COc1ccc(/C(C)=N/N2C(=O)c3ccccc3NC2c2ccc(O)c(OC)c2)cc1 (configuration not stated)	20	-5.4	40	3	-4	0	-16	nt	4	4
O=C(c1ccc2c(c1)OCCO2)C1CCN(S(=O)(=O)c2ccccc2F)CC1	-31	-3.7	-11	-7	20	nt	3	nt	-20	4
COc1cc2nc(C3CCC3)n(NC(=O)C3CCC3)c(=O)c2cc1OC	-10	-3.0	nt	-3	10	-3	0	-1	-10	-3
COc1cc(C(=O)ON=C2C=C(C)C(=O)C(C)=C2)cc(OC)c1OC	1	-0.5	-9	0	-4	-2	-9	1	4	1
O=c1[nH]c(NCCO)nc2ncn(Cc3ccccc3)c12	-1	-0.1	-7	-5	34	1	1	-7	-34	6
CCc1c(N)nc(N)nc1Nc1ccccc1Cl	-23	0.1	-5	-7	-1	1	-8	-2	1	-9
Cc1ccccc1OCCn1c(C)nc2ccccc21	-14	1.4	nt	-2	44	-2	9	-2	-44	-2
C=CCc1cccc2cc(C(=O)Nc3ccccc3C(=O)O)c(=O)oc12	-3	-0.1	-17	-13	4	-5	10	-2	-4	3
O=c1oc(-c2ccc(O)c(O)c2)cc2cccc(O)c12	-32	1.9	35	-8	4	2	-4	nt	-4	8
CCN(CC)CC(=O)Nc1c(C)cc(C(C)(C)C)cc1C	14	-0.3	20	6	-49	1	4	-2	49	-6
CCOc1cc(C(=O)Nc2ccccc2N2CCOCC2)ccc1OCC(=O)N1CCOCC1	5	0.3	4	0	-22	-7	-7	1	22	-1
Cc1cc(C)cc(OCc2ccc(C(=O)O)o2)c1	nt	-0.6	nt	5	5	-3	-8	2	-5	3
COc1ccc(N2CCN(C(c3cc4cc(C)ccc4[nH]c3=O)c3nnnn3Cc3ccccc3)CC2)cc1 (configuration not stated)	0	0.0	-6	-9	-7	-1	-5	2	7	2
COc1ccc(S(=O)(=O)N2CCCCC2)cc1NC(=O)CCNC(=O)c1ccc(Cl)cc1	-1	-1.1	-1	3	-12	1	5	0	12	-10
CCCOc1ccc(C(=O)NNC(=O)c2cccc(S(=O)(=O)N3CCN(C(C)=O)CC3)c2)cc1OC	14	-2.7	-7	-3	-13	-3	-6	1	13	9
Cc1ccc(C(=O)Nc2ccon2)cc1S(=O)(=O)N1CCOCC1	-30	nt	-6	0	-18	1	-16	-1	18	1
CN(Cc1ccccc1)c1oc(COc2ccccc2F)nc1C#N	14	1.2	19	-10	14	nt	-16	nt	-14	-6

# New compounds follow
smiles	PfHsp90 yeast 2	CAL PDZ FP-1	MITF TRPM1 HTS	dFosB activator	SR-BI DiI-HDL act	CAL PDZ FP-2	PvdQ inh	NSD2 HMT inh	SR-BI HDL uptake	Rtt109 HAT inh
O=C(CN(CC1CCCO1)C(=O)CCC(=O)Nc1ccccn1)NCc1ccccc1 (configuration not stated)	11	nt	1	-11	7	-5	-11	-4	-7	8
COc1ccc(S(=O)(=O)N(C)C)cc1NCC(=O)Nc1cccc2ccccc12	8	-1.4	-9	-12	-1	-3	-11	0	1	2
COc1cc2nc(CN(CCC(C)C)Cc3nc4cc(OC)c(OC)cc4c(=O)[nH]3)[nH]c(=O)c2cc1OC	-3	0.2	-14	-6	21	-3	8	1	-21	-1
CSc1nccc(NC(=O)c2cccc(Br)c2)n1	-28	-4.0	-1	-2	-21	-5	3	-5	21	12
COc1ccc2sc(N(CCCN(C)C)C(=O)c3ccc(S(=O)(=O)N4CCCc5ccccc54)cc3)nc2c1	nt	-4.0	-77	-24	-12	-4	-7	2	12	?
CCn1cnc2c1c(=O)n(Cc1ccc(C(=O)OC)cc1)c(=O)n2Cc1ccccc1	-10	-2.2	6	-8	-1	-4	-18	-2	1	-1
Nc1ccc(S(=O)(=O)c2ccc(N)cc2)cc1	-22	0.3	2	1	16	-4	10	nt	0	10
CCOC(=O)N1CCN(Cc2nc3cc(NC(=O)C(C)C)ccc3n2CC)CC1	12	0.5	-4	-3	32	-1	2	3	-32	5
Cc1nnc(NC(=O)C2CC(=O)N(Cc3ccccc3)C2)s1 (configuration not stated)	5	0.7	6	-3	-10	-2	-4	3	10	-4
Cc1cccc(SC2CCN(Cc3nc(CC4CC4)no3)CC2)c1	-9	-0.2	7	-6	30	2	-9	-3	-30	-9
CCOC(=O)C1CCN(C(=O)Cc2c(F)cccc2Cl)CC1	nt	-1.7	2	6	11	-3	-1	0	-11	-1
Clc1ccc(CN2CCSCC2)cc1Cl	0	-1.6	nt	-7	24	-4	6	2	-24	11

# Screening data (PubChem BioAssay)
